Bioassay records as filed in PubChem.
Pyk2 oligo antag: blocks oligomerization of human Pyk2 in cells; Q14289; Q293 cells, Pyk2 FERM NanoBiT luminescence; active compounds read low; z-score (the deposit names both 25 µM and 10 µM); hit rate 0.83% among 99,000; AID 1347419;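 active = Z-score of -3 or lower, scaled per plate to the spread of control and sample wells; inactive = z-score above -3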;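 note: negative z-score means lost luminescence so less FERM oligomerization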
PTPN22 inh 2: inhibitors of human LYP (PTPN22) phosphatase | Q9Y2R2 | recombinant LYP catalytic domain, DiFMUP fluorescence | inhibition, % at 2 µM | hit rate 0.21% among 96,000 | AID 640;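 active = inhibition at 2 µM at or above a set limit, the screen mean plus 3 SD, cut at about 24% in these data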;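 note: 0% = DMSO with enzyme and 100% = enzyme fully blocked by orthovanadate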
PostGolgi yeast: growth inhibition of a yeast mutant, post-Golgi transport screen; post-Golgi transport phenotypic cell assay; inhibition, % at 10 µM; hit rate 0.9% among 98,000;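 note: yeast cells grown in 1536-well plates; yeast grown about 18 h at 30C before absorbance read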
PostGolgi ctrl: yeast control strain growth, post-Golgi counter-screen | efflux-deficient yeast background strain, growth absorbance A615, 16 h | inhibition, % at 10 µM | hit rate 5% among 98,000
CYP2C9 inh: human CYP2C9 inhibition. inhibition, % at 5 µM. hit rate 20% among 96,000. AID 777. CYP2C9 Supersomes, luciferin-H conversion, luminescence;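 active = blocking of liver enzyme CYP2C9 beyond about 50% at 5 µM, limit read from the data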; note: values of inactives mirror those of a sister screen read the other way
Target sequence (P11712 whole entry, looked up): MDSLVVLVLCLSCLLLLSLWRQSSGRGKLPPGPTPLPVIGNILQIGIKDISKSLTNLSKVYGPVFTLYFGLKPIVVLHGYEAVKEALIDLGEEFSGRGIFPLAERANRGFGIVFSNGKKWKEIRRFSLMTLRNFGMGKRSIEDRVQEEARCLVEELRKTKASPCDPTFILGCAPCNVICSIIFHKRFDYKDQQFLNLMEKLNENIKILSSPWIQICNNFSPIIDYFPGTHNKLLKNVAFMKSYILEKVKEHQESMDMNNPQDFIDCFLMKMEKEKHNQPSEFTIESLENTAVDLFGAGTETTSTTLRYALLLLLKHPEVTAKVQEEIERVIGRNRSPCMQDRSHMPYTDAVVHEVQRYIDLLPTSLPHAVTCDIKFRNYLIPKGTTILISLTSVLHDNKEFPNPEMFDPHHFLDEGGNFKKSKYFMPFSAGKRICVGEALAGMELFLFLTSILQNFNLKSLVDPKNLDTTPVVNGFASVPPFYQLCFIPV
LYP act: increases human PTPN22 phosphatase activity; recombinant LYP, DiFMUP fluorescence; 0 = plate median, 100 = signal doubled; activation, % at 2 µM; hit rate 0.11% among 96,000;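 active = activation at 2 µM above a set limit, the mean plus 5 SD, cut at about 37% in these data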
CYP2C9 activ: CYP2C9 (human) activation; P11712; recombinant CYP2C9, luciferin-H conversion, luminescence; active compounds read high; factor 1 = untreated enzyme, 0 = blocked; activation factor at 5 µM; hit rate 1.4% among 96,000;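 active = activation factor of 2 or more for CYP2C9 at a 5 µM dose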;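 note: 0 = sulfaphenazole-blocked wells and 1 = vehicle-only wells; values of inactives mirror those of a sister screen read the other way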
E coli WT exp: blocks growth of wild type E. coli BW25113. hit rate 0.15% among 98,000. AID 710. OD600 absorbance. growth inhibition, % at 100 µM;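 active = growth inhibition above about 50% at one test dose, limit read from the data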;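 note: growth measured after 20 h incubation at 37 °C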
DAT uptake mod: modulates human dopamine transporter uptake under cocaine; B-score at 10 µM; hit rate 1.3% among 110,000; AID 449768; LLC-PK1 hDAT cells, [14C]-dopamine uptake with cocaine IC80; actives deviate in either direction; Q01959;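 active = Z score or B-score, a plate-position-corrected score, falls beyond the plate's 99.7% confidence bounds, in either direction; inactive = both scores lie inside the 99.7% bounds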;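 note: scored against the spread of the other compound wells on the same plate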
An asterisk follows results filed as active; . = no result given. Cut-off read from the data, not from the text of the source, unless noted: active = inhibition above about 30%; inactive = the rest.

SMILES	Pyk2 oligo antag	PTPN22 inh 2	PostGolgi yeast	PostGolgi ctrl	CYP2C9 inh	LYP act	CYP2C9 activ	E coli WT exp	DAT uptake mod
CCCCSc1nnc([C@H](CC(C)C)NC(=O)OC(C)(C)C)o1	-0.58	9	1	5	56*	-10	0.4	-11	0.072
CCOC(=O)N1CCC(NC(=O)C2CCN(S(=O)(=O)c3c(C)noc3C)CC2)CC1	-0.19	-6	-2	-2	-17	2	1.2	5	0.8
CCOC(=O)c1ccc(N(C(=O)c2cnccn2)C(C(=O)NC2CCCCC2)c2cn(C)nc2C)cc1 (centres undefined)	-0.03	5	5	-6	5	-1	1	1	1.1
COC(=O)C1=C(C)NC2=C(C(=O)CC(c3cccs3)C2)C1c1ccsc1 (centres undefined)	-2.1	-4	4	10	24	2	0.8	-2	-0.3
COc1ccccc1OCc1ccc(C(=O)NCC2CCCO2)o1 (centres undefined)	-0.77	16	0	8	20	-18	0.8	-3	-0.83
COC(=O)c1cccc(N2C(=O)C(Cl)=C(N3CCOCC3)C2=O)c1	0.69	3	9	22	49	-5	0.5	3	-1
Cn1c(=O)[nH]c(=O)c2c1nc(CN1CCN(c3ccccc3F)CC1)n2CCCc1ccccc1	-1	-12	.	.	.	6	.	.	0.012
CCOC(=O)c1cnc2c(C)cccc2c1NCCc1ccc(OC)c(OC)c1	-0.4	11	6	17	90*	-7	0.1	-4	0.64
CCOC(=O)/C(=N\Nc1ccccc1)S(=O)(=O)c1ccccc1	-1.6	-15	-1	19	-87	15	1.9	-6	-2
CCCCCOC(=O)CSc1nc2c(c(=O)[nH]c(=O)n2C)n1CCc1ccccc1	1.1	10	0	0	32	-11	0.7	-5	0.14
CC(=O)c1c(COC(=O)c2ccco2)nc2ccccc2[n+]1[O-]	0.26	.	.	.	63*	.	0.4	.	0.8
Cc1ccc(Cl)cc1N(CC(=O)NC1CCCCC1)S(C)(=O)=O	0.71	4	-5	4	3	-5	1	1	0.39
O=C(/C=C/c1ccccc1)NC(=S)Nc1ccc(N2CCOCC2)cc1	-0.6	11	0	18	25	-6	0.8	1	1.6
CCOC(=O)c1nnc(-c2ccccc2)nc1NC	-0.07	-2	19	0	-60	6	1.6	2	-0.088
COC(=O)CC(NC(=O)c1ccc(C)cc1)c1ccccc1 (centres undefined)	0.25	-6	11	-4	39	8	0.6	0	0.36
CN1c2ccccc2C(O)=C(C(=S)Nc2ccc(Cl)cc2)S1(=O)=O	-3.2*	7	5	27	97*	-4	0	-4	0.54
Cc1cccc(C)c1OCc1n[nH]c(=S)o1	0.53	-3	.	.	.	6	.	.	-1.4
CC(=O)C1=C(C)Nc2ncnn2C1c1ccc(Cl)cc1 (centres undefined)	-0.33	0	-2	0	59*	0	0.4	-8	-0.88
CCOC(=O)N1CCC(NC(=O)CCC(=O)N2CCOc3ccc(C)cc32)CC1	0.65	8	-6	2	7	-10	0.9	7	0.18
CC1CCN(S(=O)(=O)c2ccc(S(=O)(=O)NCc3ccccc3)cc2)CC1	1.3	0	-3	9	-4	0	1	23	0.55
Cc1cccc(N(CC(=O)Nc2ccc(CC#N)cc2)S(C)(=O)=O)c1	-0.98	7	5	15	9	-4	0.9	-4	-0.41
CCn1c(SCC(=O)Nc2cc(C)on2)nnc1-c1cccs1	-0.65	-1	1	9	31	-1	0.7	8	-0.11
Cc1onc(-c2c(F)cccc2Cl)c1C(=O)NC1=NCCS1	-0.78	.	-3	2	67*	.	0.3	3	-1.1
COc1cccc(N2CCN(C(=S)Nc3cccc(C)c3)CC2)c1	-0.15	-2	1	14	26	6	0.7	-8	0.2
O=C(NC1CCCC1)c1cc2c(ccc3ccccc32)o1	-1	-4	-5	7	0	1	1	-11	0.057

Grouped by structure: those above with an aryl thioether with sulfur outside any ring.
SMILES	Pyk2 oligo antag	PTPN22 inh 2	PostGolgi yeast	PostGolgi ctrl	CYP2C9 inh	LYP act	CYP2C9 activ	E coli WT exp	DAT uptake mod
CCCCSc1nnc([C@H](CC(C)C)NC(=O)OC(C)(C)C)o1	-0.58	9	1	5	56*	-10	0.4	-11	0.072
CCCCCOC(=O)CSc1nc2c(c(=O)[nH]c(=O)n2C)n1CCc1ccccc1	1.1	10	0	0	32	-11	0.7	-5	0.14
CCn1c(SCC(=O)Nc2cc(C)on2)nnc1-c1cccs1	-0.65	-1	1	9	31	-1	0.7	8	-0.11

In another format: entries from further up.
mol,Pyk2 oligo antag,PTPN22 inh 2,PostGolgi yeast,PostGolgi ctrl,CYP2C9 inh,LYP act,CYP2C9 activ,E coli WT exp,DAT uptake mod
CCOC(=O)c1nnc(-c2ccccc2)nc1NC,-0.07,-2,19,0,-60,6,1.6,2,-0.088
COC(=O)CC(NC(=O)c1ccc(C)cc1)c1ccccc1 (centres undefined),0.25,-6,11,-4,39,8,0.6,0,0.36
CN1c2ccccc2C(O)=C(C(=S)Nc2ccc(Cl)cc2)S1(=O)=O,-3.2*,7,5,27,97*,-4,0,-4,0.54
Cc1cccc(C)c1OCc1n[nH]c(=S)o1,0.53,-3,.,.,.,6,.,.,-1.4
CC(=O)C1=C(C)Nc2ncnn2C1c1ccc(Cl)cc1 (centres undefined),-0.33,0,-2,0,59*,0,0.4,-8,-0.88
CCOC(=O)N1CCC(NC(=O)CCC(=O)N2CCOc3ccc(C)cc32)CC1,0.65,8,-6,2,7,-10,0.9,7,0.18
CC1CCN(S(=O)(=O)c2ccc(S(=O)(=O)NCc3ccccc3)cc2)CC1,1.3,0,-3,9,-4,0,1,23,0.55

(more compounds)
SMILES	Pyk2 oligo antag	PTPN22 inh 2	PostGolgi yeast	PostGolgi ctrl	CYP2C9 inh	LYP act	CYP2C9 activ	E coli WT exp	DAT uptake mod
O=C(NCCOC(=O)c1ccc(Cl)cc1)c1cccnc1	-0.18	1	20	9	19	-1	0.8	1	-0.57
COC(=O)CSc1nnc(-c2sc3ccccc3c2Cl)o1	0.25	-2	3	2	12	5	0.9	-5	-0.44
COc1cccc(-c2nc(CS(=O)(=O)CC(=O)N3CCN(C4CCCCC4)CC3)c(C)o2)c1	.	.	-4	-3	40	.	0.6	1	1.2
Cc1cc2c(s1)CCCCC(=O)N2	0.86	-8	4	2	-17	8	1.2	4	-0.69
COc1ccc(-c2nsc3c(N4CCN(S(=O)(=O)c5ccccc5F)CC4)ncnc23)cc1	-0.07	12	1	-5	42	-7	0.6	-17	0.34
CCCN(CCC)C(=O)CC(c1ccccc1)c1cc(C)ccc1O (centres undefined)	-1.5	-2	-6	14	53*	2	0.5	4	2.5*
CCN(CC)CCOc1nc(C)nc2c1oc1ccccc12	0.67	-9	27	0	-5	9	1.1	-9	0.77
COc1ccc(C2CCCN2C(=O)Nc2ccc(C)c(C)c2)cc1OC (centres undefined)	.	4	-6	7	14	-7	0.9	-1	0.00075
O=c1nc2s/c(=C\c3ccco3)c(=O)n2nc1Cc1ccc(F)cc1	1.5	1	1	10	12	-3	0.9	-7	0.57
O=S(=O)(N/N=C/c1ccc(Cl)cc1)c1ccc(Cc2ncc(C(F)(F)F)cc2Cl)s1	0.45	7	-9	5	92*	-6	0.1	5	0.78
CCN(CC)c1ccc(NC(=O)COC(=O)CCC(=O)c2ccc(F)cc2)cc1	0.21	-6	-6	8	2	6	1	-5	0.47
O=C(CCN1c2ccccc2Sc2ccccc21)OCc1nnc(-c2ccccc2)o1	0.28	.	0	10	95*	.	0	-20	-1.1
COc1ccc(-c2cc(CNC(C)=O)on2)cc1	0.41	.	-2	-2	0	.	1	6	-0.51
O=C(c1cc2c(s1)CCCC2)N1CCN(C(=O)C2CCCO2)CC1 (centres undefined)	0.2	10	18	-5	6	-13	0.9	-2	-1.1
CCOC(=O)c1c(NC(=O)CCc2ccc(CC)o2)sc(C)c1C	0.6	1	23	15	-6	2	1.1	2	-1.9
Cc1noc(NS(=O)(=O)c2ccc(N/C=C/C(=O)c3cccnc3)cc2)c1C	0.88	.	-15	0	-9	.	1.1	9	-0.19
CC(C)COP(=O)(OCC(C)C)C(Nc1ccccc1)c1ccc2c(c1)OCO2 (centres undefined)	-1.1	-2	-6	11	8	5	0.9	5	.
CC(=O)N1CCN(c2ccc(NC(=O)c3cccc(OCc4ccccc4)c3)cc2)CC1	-0.12	-6	-4	22	19	7	0.8	-14	0.6
Cn1c(C(=O)NCCc2ccsc2)cc2c(=O)n(C)c3ccccc3c21	.	7	-4	3	-77	-7	1.8	-4	-0.38
CC1CCN(C(c2cccs2)c2nnnn2Cc2ccccc2)CC1 (centres undefined)	-2.4	4	-3	25	36	-2	0.6	-5	-0.062
CCC(C)NC(=O)c1cc(-c2ccccc2O)on1 (centres undefined)	.	8	-13	20	-16	-8	1.2	-4	0.48
COc1ccc(Cl)cc1S(=O)(=O)NCc1cccnc1	-0.03	-9	-5	-2	1	10	1	3	-1.1
CCCOn1nnnc1-c1ccccc1	-0.15	7	3	7	.	-11	.	-10	-0.059
O=C(NC1CCCC1)C(c1ccc(N2CCOCC2)cc1)N(Cc1ccccc1)C(=O)c1ccco1 (centres undefined)	-1.5	-33	5	2	13	30	0.9	-7	1.2
COCCCn1c(=NC(=O)c2ccncc2)c(C#N)cc2c(=O)n3cccc(C)c3nc21	-0.3	.	10	0	81*	.	0.2	4	0.59
CC1Cc2ccccc2N1C(=O)c1cccnc1 (centres undefined)	1.7	12	8	13	-2	-14	1	-12	-1.7

Shown with values under each structure: part of the list above
Order of values – Pyk2 oligo antag, PTPN22 inh 2, PostGolgi yeast, PostGolgi ctrl, CYP2C9 inh, LYP act, CYP2C9 activ, E coli WT exp, DAT uptake mod
> CCOC(=O)c1ccc(N(C(=O)c2cnccn2)C(C(=O)NC2CCCCC2)c2cn(C)nc2C)cc1 (centres undefined)
 : -0.03, 5, 5, -6, 5, -1, 1, 1, 1.1
> O=C(NCCOC(=O)c1ccc(Cl)cc1)c1cccnc1
 : -0.18, 1, 20, 9, 19, -1, 0.8, 1, -0.57
